Source: PubChem BioAssay
p47phox inh – p47phox/p22phox peptide binding inhibitors, primary screen, biochemical, uHTS, NADPH oxidase regulatory subunit. Neutrophil cytosol factor 1 (Homo sapiens), P14598. fluorescence polarization, 2 h. inhibition, % at 24.7 µM. actives 0.53% (n = 220,000). AID 1274, 2008;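 active = inhibition above about 30%, limit read from the data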;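 also: 0% = p47phox with labelled peptide and 100% = labelled peptide alone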
Target sequence (P14598 whole entry, looked up): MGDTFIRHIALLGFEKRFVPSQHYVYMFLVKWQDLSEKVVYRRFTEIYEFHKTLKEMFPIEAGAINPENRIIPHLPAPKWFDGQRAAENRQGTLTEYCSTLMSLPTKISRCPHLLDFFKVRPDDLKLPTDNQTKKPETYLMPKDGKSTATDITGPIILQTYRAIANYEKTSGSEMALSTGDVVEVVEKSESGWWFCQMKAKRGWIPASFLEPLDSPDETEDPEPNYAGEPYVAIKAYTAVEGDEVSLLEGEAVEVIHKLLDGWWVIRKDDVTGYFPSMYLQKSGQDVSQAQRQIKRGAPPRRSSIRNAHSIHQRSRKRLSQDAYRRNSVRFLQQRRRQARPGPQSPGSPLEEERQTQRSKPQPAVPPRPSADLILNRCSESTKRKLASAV
MDM2 E3 inh – MDM2-luciferase reporter signal enhancers, primary screen, MDM2 E3 ligase inhibitor project, cell-based, luminescence, 1536-well; E3 ubiquitin-protein ligase Mdm2 (Homo sapiens), Q00987; cell-based MDM2 ubiquitination luciferase reporter, 2 h; 0 = plate control, 100 = twice control, blank-subtracted; signal enhancement, % at 5 µM; actives 0.11% (n = 210,000);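 active = signal enhancement of 30% or more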;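 also: luminescence tracks abundance of the self-degrading MDM2-luciferase fusion protein; higher signal means inhibition of MDM2 E3 ligase activity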
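Assay system: stable mammalian line carrying autodegrading MDM2–luciferase fusion reporter; Input: 2000 cells in each well; Compound dosing: single-point 5 µM; Schedule: 2 h compound exposure at 37 °C; Signal: SteadyLite luciferase luminescence after 15 min room-temperature reagent incubation; Evaluation: % luminescence enhancement versus blank-corrected plate control mean; Benchmarks: plate controls and plate blanks.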
TRPN1 ag – zebrafish TRPN1 channel agonists, primary screen, cell-based, HEK293, calcium fluorescence; AID 1424, 2008; actives 0.18% (n = 220,000); HEK293 zebrafish TRPN1-YFP, Fluo-8 calcium fluorescence; 100% = response to 87 µM carbachol; activation, % at 3 µM;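 active = activation above its plate's cutoff, the mean activation of test wells on that plate plus 3 SD, cut at about 19% in these data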;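 also: 0% = DMSO alone and 100% = 87 µM carbachol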
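Assay system: Zebrafish TRPN1-YFP in HEK293 cells | Incubation: Dye loading 1 h at 37 °C, then 30 min room temperature | Measured by: Kinetic Fluo-8 fluorescence, ex 470-495, em 515-575 nm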
TNF death inh – inhibitors of TNF-alpha triggered necroptosis, primary screen, cell-based, Jurkat FADD-/-, single concentration; activation (protection from cell death), % at 10 µM; AID 463075, 2010; Jurkat FADD-/- TNF necroptosis rescue, ATP luminescence, 24 h; 0 = TNF only, 100 = no-TNF cells; actives 0.068% (n = 220,000);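 active = activation, meaning protection from cell death, of at least 50% relative to plate controls; inactive = activation below 50%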;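 also: necroptosis triggered by 40 ng/mL TNF-alpha added together with compound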
EBV gp42 inh – Epstein-Barr virus gp42 inhibitors, primary screen, biochemical, uHTS, fluorescence polarization | Glycoprotein 42 (Epstein-Barr virus (strain AG876)), Q1HVG2 | Fluorescence polarization binding assay, mP read-out | inhibition, % (tested at 21.74 µM) | actives 0.42% (n = 220,000) | AID 1085, 2008; in the data active = inhibition above about 50%
TRPML3 ag – human TRPML3 channel agonists, primary screen, cell-based, HEK293 TRPML3-YFP, Fluo-8 calcium fluorescence, 3 µM; 100% = the carbachol control signal; activation, % at 3 µM; actives 0.29% (n = 220,000); Mucolipin-3 (Homo sapiens), Q8TDD5; AID 1448, 2008;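 active = activation above its plate's cutoff, the mean activation of the plate's test wells plus 3 SD, cut at about 12% in these data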;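 also: 0% = DMSO only wells and 100% = carbachol wells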
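Test system: TRPML3-YFP stable HEK293 cells. Doses: single point at 3 µM. Incubation: dye loading 1 h 37 °C then 30 min ambient, 125 s read. Signal: Fluo-8 calcium dye fluorescence, ex 470-495, em 515-575 nm. Measure: percent activation from peak-to-basal fluorescence ratio, scaled between DMSO and carbachol.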
PPC-1+TRAIL kill – compounds killing PPC-1 cancer cells with TRAIL present, primary screen, TRAIL potentiator project, ATPLite luminescence, uHTS; PPC-1 cells + TRAIL, ATPLite viability luminescence; cell killing (% activity), % at 4 µM; actives 0.41% (n = 220,000);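 active = cell killing above 50% in the first pass at 4 µM, then a duplicate retest at 5 µM averaging 50% or more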;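 also: plate controls were cells with TRAIL plus DMSO for no effect and medium-only wells lacking cells for full effect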
CHOP inh – inhibitors of CHOP promoter induction, primary screen, cell-based, unfolded protein response, luciferase reporter | CHO-K1 CHOP-promoter luciferase, tunicamycin-induced, 15-18 h | inhibition, % at 10 µM | actives 3.8% (n = 220,000) | AID 2732, 2010;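 active = compounds that reduced the stress-induced luciferase reporter signal by more than about 70% of percent inhibition, limit read from the data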;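 also: 0% = tunicamycin plus vehicle and 100% = wells without tunicamycin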
Runt-SMMHC FRET – inhibitors of RUNX1 Runt–CBFb-SMMHC binding, primary screen, biochemical, FRET, Cerulean-Runt, Venus-CBFb-SMMHC, uHTS; Runt-related transcription factor 1 (Homo sapiens) + Core-binding factor subunit beta …; AID 1434, 2008; inhibition, % at 20 µM; Cerulean-Runt/Venus-CBFb-SMMHC FRET ratio 530/480, 1 h; actives 0.74% (n = 220,000);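 active = mean inhibition across duplicate retests at 20 µM reaching about 50%, limit read from the data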;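 also: 0% = DMSO wells and 100% = wells with excess untagged CBFb-SMMHC; inhibitors lower the FRET ratio by blocking Runt binding to CBFb-SMMHC; some results filed as inactive read as strong as hits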
Target sequence (Q01196 whole entry, looked up): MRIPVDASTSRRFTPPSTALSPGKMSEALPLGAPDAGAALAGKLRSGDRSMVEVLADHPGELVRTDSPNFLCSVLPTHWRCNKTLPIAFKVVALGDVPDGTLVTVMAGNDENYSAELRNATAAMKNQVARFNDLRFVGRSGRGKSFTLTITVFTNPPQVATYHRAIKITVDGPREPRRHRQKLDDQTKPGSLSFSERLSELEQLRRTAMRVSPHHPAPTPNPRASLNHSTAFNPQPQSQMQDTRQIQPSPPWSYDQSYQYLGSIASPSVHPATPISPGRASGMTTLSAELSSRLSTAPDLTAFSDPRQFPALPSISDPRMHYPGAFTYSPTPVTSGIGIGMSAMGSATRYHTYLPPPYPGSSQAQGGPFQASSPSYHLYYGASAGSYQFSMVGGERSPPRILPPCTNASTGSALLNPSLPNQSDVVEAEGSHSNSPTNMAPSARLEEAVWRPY
Target sequence (Q13951 whole entry, looked up): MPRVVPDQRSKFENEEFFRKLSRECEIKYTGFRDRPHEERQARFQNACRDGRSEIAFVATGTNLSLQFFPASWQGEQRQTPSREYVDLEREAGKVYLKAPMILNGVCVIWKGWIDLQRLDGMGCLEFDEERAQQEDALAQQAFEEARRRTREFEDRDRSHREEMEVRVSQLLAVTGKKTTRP
The depositor's hits bear a star; / = not tested or not shown; [ ] = another dose, or the depositor's remark.

SMILES	p47phox inh	MDM2 E3 inh	TRPN1 ag	TNF death inh	EBV gp42 inh	TRPML3 ag	PPC-1+TRAIL kill	CHOP inh	Runt-SMMHC FRET
CC(=O)Nc1nc(NC(=O)/C=C/c2ccccc2)n(-c2ccccc2)n1	4.9	-5.0	1.6	2.8	-9.1	0.8	15.8	19.8	1.5
C=CCNC(=S)NNC(=O)c1ccccc1	5.2	0.2	0.4	-1.8	-3.0	0.6	18.4	1.1	-1.2
O=C(COC(=O)c1cccc2c1C(=O)c1ccccc1C2=O)NC1CCCCC1	-0.6	-13.5	-1.1	-1.2	0.1	-0.5	22.7	36.3	3.0
CC1=C(C(N)=O)C(c2cccnc2)n2nc(-c3cccc(Cl)c3)nc2N1 (configuration not stated)	-15.6	-15.9	-0.1	0.5	19.2	0.2	13.0	15.1	-5.6
O=S(=O)(c1ccc(Br)s1)N1CCN(c2ccnc3cc(Cl)ccc23)CC1	3.0	-5.2	2.0	3.9	-13.6	0.5	10.1	31.6	-0.9
CC(C)Oc1ccccc1OCCN(C)C	-2.0	1.1	0.9	1.6	-16.0	0.8	4.4	8.2	-7.8
CCOC(=O)c1c(CSc2ccc(C)cc2)oc2ccc(O)cc12	-11.1	0.0	-2.7	-1.0	-0.7	29.9*	-2.6	106.6*	-2.6
COc1ccc(CC(=O)Nc2nc(-c3cccnc3)cs2)cc1	-10.2	-1.7	2.9	-2.7	-10.8	1.2	19.7	5.5	-2.3
CCOC(=O)c1nnn(-c2nonc2-n2cccc2)c1-c1cccc([N+](=O)[O-])c1	-11.5	-16.9	-2.6	0.4	-8.7	-1.4	10.7	37.6	3.4
Cc1cc[n+](CC(=O)N2CCCc3ccccc32)cc1	6.3	-9.3	-0.2	0.3	9.2	0.7	3.1	-24.5	-0.3
Cc1cc(C(=O)NCc2ccc(S(N)(=O)=O)cc2)c(C)o1	-9.0	4.4	0.3	0.9	-8.8	1.1	34.5	-2.0	6.0
CC(C)CNC(=O)c1ccccc1NC(=O)Nc1ccccc1	0.7	-4.0	-1.7	4.7	11.9	0.1	13.5	11.8	1.1
CC(C)C(=O)NC(=S)Nc1ccccc1C(=O)Nc1ccccc1	-7.9	-0.9	0.2	-1.5	-2.9	-0.3	14.8	3.3	5.0
CC(C)OC(=O)/C(=C\c1cccc2ccccc12)NC(=O)c1ccccc1	1.3	-7.3	-1.0	0.3	-10.7	-0.7	28.0	30.5	3.6
COc1ccc(S(=O)(=O)N(C)CC(=O)NCCC2=CCCCC2)cc1	-0.7	-2.6	0.8	0.4	-58.5	0.1	-8.0	12.9	1.1
Cc1cc(C(=O)OCC(=O)c2ccc(Br)s2)c(C)o1	-17.1	-5.5	5.3	1.1	2.6	2.6	-7.0	78.7*	-7.4
CCC12CN3CCN(CC(C3)/C1=N\NC(=O)c1ccc(C(C)(C)C)cc1)C2	-3.0	7.4	0.5	1.1	-8.2	1.1	7.4	8.3	2.7
Cc1cc(NC(=O)CCNS(=O)(=O)c2cc(Br)cnc2N)ccc1Br	-4.2	-4.6	-1.5	1.2	4.0	0.5	0.6	-7.0	-0.3
CNC(=O)CSc1nc(SC)ns1	4.5	-4.4	0.1	0.9	1.3	0.7	16.7	-13.7	0.4
CC(C)(C)NC(=O)C(c1ccncc1)N(C(=O)Cn1nnc(-c2ccc(F)cc2)n1)c1ccc(F)cc1 (configuration not stated)	-9.8	1.0	0.9	0.2	-1.9	0.8	/	9.2	/

Record cards, from the list above. Order of screens: p47phox inh | MDM2 E3 inh | TRPN1 ag | TNF death inh | EBV gp42 inh | TRPML3 ag | PPC-1+TRAIL kill | CHOP inh | Runt-SMMHC FRET
`CC(C)(C)NC(=O)C(c1ccncc1)N(C(=O)Cn1nnc(-c2ccc(F)cc2)n1)c1ccc(F)cc1` (configuration not stated) reads -9.8 | 1.0 | 0.9 | 0.2 | -1.9 | 0.8 | / | 9.2 | /
`Cc1cc(C(=O)NCc2ccc(S(N)(=O)=O)cc2)c(C)o1` reads -9.0 | 4.4 | 0.3 | 0.9 | -8.8 | 1.1 | 34.5 | -2.0 | 6.0
`CCOC(=O)c1nnn(-c2nonc2-n2cccc2)c1-c1cccc([N+](=O)[O-])c1` reads -11.5 | -16.9 | -2.6 | 0.4 | -8.7 | -1.4 | 10.7 | 37.6 | 3.4

Later entries:
SMILES	p47phox inh	MDM2 E3 inh	TRPN1 ag	TNF death inh	EBV gp42 inh	TRPML3 ag	PPC-1+TRAIL kill	CHOP inh	Runt-SMMHC FRET
Cn1nc(C(F)(F)F)c(-c2ccccc2)c1N	-13.5	-11.4	0.4	2.6	-18.3	0.8	-2.9	20.9	-3.0
O=c1c2ccccc2nc2n1CCN2Cc1ccc(Cl)cc1	4.5	-0.8	8.8	-9.4	-21.8	6.3	20.0	98.9*	1.2
COC(=O)c1sccc1NC(=O)CC1C(=O)NCCN1C(=O)c1ccc(F)cc1 (configuration not stated)	1.9	-3.3	-0.3	-0.8	-4.0	0.2	-10.0	0.3	-1.5
COc1ccc(/C=N/OC/C(O)=C(\C#N)c2nc3ccccc3[nH]2)cc1OC	26.2	-10.9	-0.9	-0.1	1.5	0.5	18.6	-30.4	6.2
O=C(Nc1ccc2c(c1)OCO2)N1CCN(c2cccc(C(F)(F)F)c2)CC1	-1.1	-12.7	5.6	-2.7	-8.1	2.8	3.1	42.1	2.9
CCOC(=O)N1CCC(N2Cc3cccc(C(=O)Nc4cc(F)ccc4F)c3C2=O)CC1	-4.9	-18.1	1.6	-2.8	-2.4	0.5	55.7*	63.6	1.7
CSc1nc2nc3c(cn2n1)C(=O)CC(c1ccccc1)C3 (configuration not stated)	2.5	-10.4	0.4	-1.4	-12.5	0.0	0.6	-8.6	-193.2
COc1cccc(CNC(=O)c2c[nH]n3c(=O)c(Cl)c(C)nc23)c1	-6.5	-5.1	-0.3	0.9	29.4	-0.5	7.7	-0.8	-12.8
CCOc1cc(C(=O)NC(C)CC)cc(OCC)c1OCC (configuration not stated)	-6.9	/	-0.5	-0.1	-23.7	-0.5	4.0	7.5	-3.7
Cc1ccc(S(=O)(=O)N2CCN(C(=O)Cn3nc(C(=O)O)c4ccccc4c3=O)CC2)cc1	-10.2	3.5	0.4	0.5	-13.7	0.9	7.7	-7.2	0.6
CCOc1cccc(OCCOCCn2cnc3ccccc3c2=O)c1	5.9	-14.9	-0.9	1.4	3.1	-0.1	-27.9	-3.1	0.3
Cc1ccc2c(c1)COc1c3ccc(C(=O)NCC4CC4)cc3nn1-2	-8.6	8.9	/	-1.7	-12.7	/	6.2	-18.2	-0.2
CC1CN(C(=O)COC(=O)c2cc([N+](=O)[O-])ccc2Cl)CC(C)O1 (configuration not stated)	0.1	-20.0	0.2	-1.1	9.0	-0.6	-10.6	-1.5	2.1
Cc1nn(-c2cc(C)c3ccccc3n2)c2c1CCC2	-7.2	-5.8	0.1	-3.4	-3.4	0.4	-11.8	56.4	-1.1
Cc1c(-c2ccccc2)oc2c(C(=O)N3CCN(c4ccccc4F)CC3)cccc2c1=O	-8.0	0.9	0.1	1.4	-2.7	-0.3	4.4	71.3*	5.9
CCOC(=O)Nc1ccc2c(c1)Nc1ccccc1S2	7.2	-11.2	0.4	2.1	-4.8	0.5	25.8	35.9	-1.6
COc1cccc(/C=N/NC(=O)Cn2cnc3c2c(=O)n(C)c(=O)n3C)c1OC	1.4	-4.5	1.2	-0.3	-7.2	0.9	18.3	-3.8	-1.8
COc1ccc2nccc(C(N)=O)c2c1	-7.5	-13.0	-0.4	1.6	-10.3	1.2	-6.4	10.5	-0.1
COC(=O)c1c(C)[nH]c(C)c1-c1ccccc1	-13.0	3.3	-1.8	1.4	1.8	-0.2	-16.9	8.0	-0.8
CCCOc1ccc2c(=O)c(N3C(=O)c4ccccc4C3=O)c(C)oc2c1	12.0	-15.7	1.8	-3.0	-12.5	-0.3	-16.0[5 µM]	14.5	-4.7
CC(C)CNc1c(N)c(=O)oc2ccccc12	-10.2	-6.6	-0.3	-1.8	-4.2	-0.5	-4.3	42.1	-0.9
O=C(CN1C(=O)C2CC=CCC2C1=O)NCC1COc2ccccc2O1 (configuration not stated)	-2.1	-3.9	0.1	-1.2	-3.2	0.4	14.1	-4.2	-10.0
CCOC(=O)N1CCC(NS(=O)(=O)c2ccc3c(c2)C(C)(C)C(=O)N3C)CC1	-13.1	4.9	-0.6	-2.1	-14.3	-0.6	-3.1	23.8	-1.0
OC(CN1CCN(c2ccccc2)CC1)c1c[nH]c2ccccc12 (configuration not stated)	-3.9	-12.1	-0.3	-0.1	-16.0	0.3	-3.6	7.9	-1.0
CCn1c(SCC(=O)c2ccc3c(c2)OCCO3)nnc1C(C)C	/	-13.9	1.5	0.3	/	-0.3	16.4	/	-2.4
COc1ccccc1NC(=O)c1cc2n(n1)C(C(F)(F)F)CC(c1ccc3c(c1)OCO3)N2 (configuration not stated)	-13.4	-19.3	0.2	0.7	-13.8	0.3	17.8	87.9*	-32.0
O=C(/C=C/c1ccccc1Cl)c1ccc[nH]1	-2.9	-9.6	-0.6	5.4	-9.0	0.3	25.5	-23.6	-0.2
C#Cc1ccc([C@@H]2C=C(C(=O)N3CCN(Cc4ccccc4)CC3)O[C@H](OCC)[C@H]2CCCO)cc1	/	/	-1.6	-0.5	-8.7	-1.6	7.1	13.0	-2.0
O=c1[nH]c2ccccc2n1C1CCCCC1	-13.9	-15.0	-1.1	-0.8	-17.2	-0.5	18.4	33.4	-4.4
Cc1ccc(NC(=O)CSc2nnc(NC(=O)CN3CCOCC3)s2)cc1	-16.2	-16.1	1.4	0.3	-9.1	1.2	35.1	-7.8	-6.9
O=C(/C=C/c1ccc(S(=O)(=O)N2CCOCC2)cc1)N1CCN(c2ccc(F)cc2)CC1	-7.8	-10.2	7.6	-0.5	-2.4	2.6	-2.8	18.5	0.5
Cc1nnn(C23CC4CC(CC(C(=O)NN)(C4)C2)C3)n1	2.5	-4.5	2.8	-0.2	-9.9	0.9	8.0	18.9	1.1
CC(OC(=O)CCc1nc2ccccc2c(=O)[nH]1)C(=O)NC1CCCC1 (configuration not stated)	3.4	-15.9	1.8	2.1	-8.9	0.8	34.8	1.6	1.2
O=C(O)c1cc2n(n1)CCN(Cc1ccccc1Cl)C2=O	-3.9	-26.8	3.1	0.9	-10.6	0.9	25.6	-1.8	1.2
